Source: PubChem
EZH2 inh: inhibitors of human EZH2/PRC2 methyltransferase | Q15910 | PRC2 H3K27 methylation, DELFIA TRF, 1 h | inhibition, % at 12.5 µM | 57,000 compounds, 0.35% hits;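 active = mean inhibition of replicates at least 50% and every single replicate also reaching 50%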;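 also: dimethyl H3K27 on biotinylated H3 21-44 peptide detected by antibody; plate controls were median neutral control wells for no effect and median positive control wells for full effect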
Target sequence (Q15910 whole entry, looked up): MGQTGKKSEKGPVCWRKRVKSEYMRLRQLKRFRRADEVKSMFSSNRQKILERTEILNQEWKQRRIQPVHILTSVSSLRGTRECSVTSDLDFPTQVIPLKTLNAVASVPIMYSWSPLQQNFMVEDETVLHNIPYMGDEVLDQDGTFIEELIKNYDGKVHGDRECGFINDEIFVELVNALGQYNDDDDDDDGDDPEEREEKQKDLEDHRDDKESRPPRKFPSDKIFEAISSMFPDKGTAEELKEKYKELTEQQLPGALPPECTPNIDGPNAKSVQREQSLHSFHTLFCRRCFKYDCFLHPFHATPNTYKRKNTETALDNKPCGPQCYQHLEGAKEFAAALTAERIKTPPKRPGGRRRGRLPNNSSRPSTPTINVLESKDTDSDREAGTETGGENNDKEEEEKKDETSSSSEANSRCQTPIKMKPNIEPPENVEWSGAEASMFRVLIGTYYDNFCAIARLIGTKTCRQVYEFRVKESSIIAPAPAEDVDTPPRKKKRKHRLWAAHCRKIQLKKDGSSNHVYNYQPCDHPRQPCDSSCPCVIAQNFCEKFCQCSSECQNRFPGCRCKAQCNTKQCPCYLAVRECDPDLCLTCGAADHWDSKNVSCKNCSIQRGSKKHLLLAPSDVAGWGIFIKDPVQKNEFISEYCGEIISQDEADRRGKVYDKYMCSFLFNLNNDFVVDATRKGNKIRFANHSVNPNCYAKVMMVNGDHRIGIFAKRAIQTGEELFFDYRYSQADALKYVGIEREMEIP
IDH1 mut inh: inhibitors of human IDH1 R132H; O75874; 70,000 compounds, 0.18% hits; inhibition, % at 10 µM; AID 624101; IDH1 R132H reductase, diaphorase/resazurin fluorescence, 60 min; in the data active = inhibition above about 34%;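 also: 0% = DMSO and 100% = no enzyme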
* marks the source's active call; other numbers are inactive results; x = no result given.

SMILES	EZH2 inh	IDH1 mut inh
CC(=O)N(C)C[C@@H]1Oc2cc(C3=CCCC3)ccc2S(=O)(=O)N([C@H](C)CO)C[C@H]1C	8.0	3.6
O=C(C[C@H]1CC[C@H](NC(=O)Nc2ccc(F)cc2)[C@@H](CO)O1)NCCN1CCCC1	-5.8	0.1
C[C@H](CO)N1C[C@H](C)[C@H](CN(C)C(=O)Nc2ccccc2)Oc2ccc(NS(=O)(=O)c3cn(C)cn3)cc2CC1=O	x	0.4
O=C(NCC[C@@H]1CC[C@H](NC(=O)C2CC2)[C@H](CO)O1)c1ccc(F)cc1	0.3	0.1
O=C(O)C[C@H]1C[C@H]2c3cc(NC(=O)c4ccc5c(c4)OCO5)ccc3O[C@H]2[C@H](CO)O1	-1.1	-2.9
CO[C@H]1CN(C)C(=O)c2ccc(NC(=O)Nc3cccc(F)c3)cc2OC[C@H](C)N(C(=O)C2CC2)C[C@H]1C	-6.2	0.0
CO[C@H]1CN(C)C(=O)c2cc(NC(=O)C3CC3)ccc2OC[C@@H](C)N(Cc2ccc(F)cc2)C[C@H]1C	0.8	0.2
C[C@@H]1CN([C@@H](C)CO)C(=O)CCCn2cc(nn2)CO[C@@H]1CN(C)C(=O)Nc1cccc(Oc2ccccn2)c1	6.8	-0.9
C[C@H](CO)N1C[C@H](C)[C@@H](CN(C)Cc2ccc(Cl)c(Cl)c2)OCCCC[C@H](C)Oc2ccc(NC(=O)NC3CCCCC3)cc2C1=O	x	0.7
CC(=O)c1ccc(NC(=O)C(C)N2C(=O)C3C4C=CC(C5CC45)C3C2=O)cc1 (stereo not given)	4.7	-0.6
CC(C)NC(=O)N(C)C[C@@H]1Oc2c(NC(=O)Nc3ccccc3)cccc2C(=O)N([C@H](C)CO)C[C@@H]1C	21.6	1.7
Cn1ccc2cc(NC(=O)Nc3cccnc3)ccc21	2.4	-5.0

Reprinted from the part before: five entries, then new ones.
SMILES	EZH2 inh	IDH1 mut inh
C[C@@H]1CN([C@@H](C)CO)C(=O)CCCn2cc(nn2)CO[C@@H]1CN(C)C(=O)Nc1cccc(Oc2ccccn2)c1	6.8	-0.9
C[C@H](CO)N1C[C@H](C)[C@@H](CN(C)Cc2ccc(Cl)c(Cl)c2)OCCCC[C@H](C)Oc2ccc(NC(=O)NC3CCCCC3)cc2C1=O	x	0.7
CC(=O)c1ccc(NC(=O)C(C)N2C(=O)C3C4C=CC(C5CC45)C3C2=O)cc1 (stereo not given)	4.7	-0.6
CC(C)NC(=O)N(C)C[C@@H]1Oc2c(NC(=O)Nc3ccccc3)cccc2C(=O)N([C@H](C)CO)C[C@@H]1C	21.6	1.7
Cn1ccc2cc(NC(=O)Nc3cccnc3)ccc21	2.4	-5.0
CO[C@H]1CN(C)C(=O)c2cc(NC(=O)Nc3cccc(F)c3)ccc2OC[C@@H](C)N(C(=O)C2CC2)C[C@H]1C	-36.1	x
COc1cccc(NC(=O)Cn2cnc3c(sc4nc5c(cc43)COC(C)(C)C5)c2=O)c1	-11.6	0.6
Cn1c(SCC(=O)Nc2ccc(C(=O)O)cc2)nnc1-c1ccc(Br)cc1	-19.8	0.2
O=C1NC(c2cccc([N+](=O)[O-])c2)=CCN1c1ccccc1O	x	0.8
C[C@@H]1CN([C@H](C)CO)S(=O)(=O)c2ccc(C#CC3CC3)cc2O[C@H]1CN(C)CC1CCOCC1	3.9	-1.1
C[C@H](CO)N1C[C@H](C)[C@H](CN(C)S(=O)(=O)c2ccc(F)cc2)Oc2ncc(C#Cc3cccc(F)c3)cc2C1=O	-4.4	1.6
COc1ccc(S(=O)(=O)Nc2ccc3c(c2)CC(=O)N([C@H](C)CO)C[C@@H](C)[C@H](CN(C)Cc2ccc(C(=O)Nc4ccccc4N)cc2)O3)cc1	-29.1	0.3
O=C(C[C@H]1C=C[C@H](NC(=O)c2ccc3c(c2)OCO3)[C@@H](CO)O1)NC1Cc2ccccc2C1	-5.7	0.1
CC(=O)N(C)C[C@H]1Oc2cc(C#Cc3cccc(F)c3)ccc2S(=O)(=O)N([C@@H](C)CO)C[C@@H]1C	2.3	2.1
CC1=C(C(=O)Nc2ccccc2)C(c2ccccn2)n2ncnc2N1 (stereo not given)	5.6	0.3
C#CCNC(=O)C1=C[C@H](c2ccc(C(F)(F)F)cc2)[C@@H](CCCO)[C@H](OCC)O1	5.5	x
COc1ccc(S(=O)(=O)Nc2ccc3c(c2)CC(=O)N([C@H](C)CO)C[C@@H](C)[C@H](CN(C)Cc2ccccc2)O3)cc1	13.0	-0.2
CCCNC(=O)N[C@@H]1CC[C@@H](CC(=O)NCCc2ccccc2)O[C@H]1CO	-14.0	-0.1
CC(C)NC(=O)Nc1ccc2c(c1)C(=O)N([C@@H](C)CO)C[C@H](C)[C@@H](CN(C)C(=O)Nc1cccc3ccccc13)O2	-3.8	x
C[C@@H]1CN([C@H](C)CO)C(=O)c2cccc(NC(=O)c3nc4ccccc4s3)c2O[C@H]1CN(C)Cc1ccncc1	x	3.5
C[C@H]1CN([C@@H](C)CO)C(=O)c2c(c3ccccc3n2C)-c2ccccc2CO[C@@H]1CN(C)C(=O)[C@@H]1CCCN1C	-7.0	x
C[C@H](CO)N1C[C@H](C)[C@H](CN(C)C(=O)Nc2ccccc2)Oc2ccc(NC(=O)Nc3ccccc3)cc2CC1=O	6.6	-2.9
COC(=O)C[C@H]1C[C@H]2c3cc(NC(=O)NC4CCCC4)ccc3O[C@H]2[C@@H](CO)O1	-20.5	0.0
COc1ccc(NC(=O)N(C)C[C@@H]2Oc3cc(C#CCC(C)C)ccc3S(=O)(=O)N([C@H](C)CO)C[C@@H]2C)cc1	-10.9	-10.5
C[C@H](CO)N1C[C@H](C)[C@H](CN(C)Cc2cccc(F)c2)Oc2ncc(C3=CCCC3)cc2C1=O	x	0.7
COc1ccccc1C#Cc1cnc2c(c1)C(=O)N([C@@H](C)CO)C[C@@H](C)[C@@H](CN(C)C(=O)CC1CC1)O2	-0.1	-5.6
CC(C)NC(=O)Nc1cccc2c1O[C@@H](CN(C)Cc1ccc(Oc3ccccc3)cc1)[C@@H](C)CN([C@@H](C)CO)C2=O	-4.6	1.7
COCCOC(=O)N1C(=O)[C@@]2(c3cc(C#Cc4ccc(OC)cc4)ccc31)[C@H](C(=O)N1CCN(c3ncccn3)CC1)[C@H]1C(=O)O[C@H](c3ccccc3)[C@H](c3ccccc3)N1[C@@H]2c1ccccc1OCCO	-11.9	0.3
COc1cccc(S(=O)(=O)Nc2ccc3c(c2)[C@H]2C[C@H](CC(=O)NCc4ccc(Cl)cc4)O[C@H](CO)[C@H]2O3)c1	-4.5	-0.6
COc1ccc(CNC(=O)N(C)C[C@@H]2OCc3ccccc3-c3c(n(C)c4ccccc34)C(=O)N([C@H](C)CO)C[C@H]2C)cc1	-5.8	0.0
C/C=C/c1ccc2c(c1)O[C@H](CN(C)C(=O)Nc1ccc(C(F)(F)F)cc1)[C@@H](C)CN([C@@H](C)CO)S2(=O)=O	-31.3	-1.1
CC(C)NC(=O)N(C)C[C@@H]1Oc2cc(C#CC(C)(C)O)ccc2S(=O)(=O)N([C@@H](C)CO)C[C@H]1C	15.2	-1.2
C[C@@H]1CN([C@@H](C)CO)C(=O)c2cc(NS(=O)(=O)c3ccc(Cl)cc3)ccc2O[C@@H]1CN(C)C(=O)Nc1ccc(C(F)(F)F)cc1	x	-2.7
COc1ccc(S(=O)(=O)N(C)C[C@H]2Oc3c(NS(=O)(=O)c4ccccc4)cccc3C(=O)N([C@H](C)CO)C[C@@H]2C)cc1	x	1.6
CS(=O)(=O)Nc1ccc2c(c1)[C@@H]1C[C@H](CC(=O)NCc3ccccc3)O[C@@H](CO)[C@@H]1O2	-7.4	-2.6
COc1cc(S(C)=O)ccc1-c1nc2ncccc2[nH]1 (stereo not given)	x	0.4
CO[C@H]1CN(C)C(=O)c2ccc(NC(=O)c3ccccc3)cc2OC[C@@H](C)N(C(=O)C2CC2)C[C@H]1C	-7.4	x
CO[C@@H]1CN(C)C(=O)c2ccc(NC(=O)c3cccc(F)c3)cc2OC[C@H](C)N(C(C)=O)C[C@H]1C	-2.3	-0.2
C[C@H](CO)N1C[C@H](C)[C@@H](CN(C)S(=O)(=O)c2ccccc2)Oc2c(NC(=O)Nc3ccccc3)cccc2C1=O	-3.6	5.1
Cc1noc(C)c1NC(=O)Nc1ccc2c(c1)C(=O)N([C@H](C)CO)C[C@H](C)[C@@H](CN(C)CC1CC1)OCCCC[C@@H](C)O2	x	2.2
C[C@H](CO)N1C[C@H](C)[C@H](CN(C)S(=O)(=O)c2ccccc2)Oc2ncc(-c3ccc(F)cc3)cc2C1=O	x	-0.4

In the list so far, these have a CF3 group.
SMILES	EZH2 inh	IDH1 mut inh
C#CCNC(=O)C1=C[C@H](c2ccc(C(F)(F)F)cc2)[C@@H](CCCO)[C@H](OCC)O1	5.5	x
C/C=C/c1ccc2c(c1)O[C@H](CN(C)C(=O)Nc1ccc(C(F)(F)F)cc1)[C@@H](C)CN([C@@H](C)CO)S2(=O)=O	-31.3	-1.1
C[C@@H]1CN([C@@H](C)CO)C(=O)c2cc(NS(=O)(=O)c3ccc(Cl)cc3)ccc2O[C@@H]1CN(C)C(=O)Nc1ccc(C(F)(F)F)cc1	x	-2.7

Going on with the list.
SMILES	EZH2 inh	IDH1 mut inh
C[C@H]1CN([C@@H](C)CO)C(=O)Cc2cc(NS(=O)(=O)c3ccc(Cl)cc3)ccc2O[C@@H]1CN(C)C(=O)Nc1ccc(C(F)(F)F)cc1	x	10.7
COc1ccc(-[n+]2cc(=O)o[nH]2)cc1	6.4	3.5
C[C@@H]1CCCCO[C@H](CN(C)C(=O)Nc2cccc3ccccc23)[C@@H](C)CN([C@H](C)CO)C(=O)c2cc(NS(=O)(=O)c3ccc(Cl)cc3)ccc2O1	x	-0.6
C[C@@H]1CN([C@H](C)CO)C(=O)c2cccc(NS(=O)(=O)c3ccc(Cl)cc3)c2O[C@H]1CN(C)Cc1ccc(C(=O)Nc2ccccc2N)cc1	-29.8	x
Cc1ccnc(SCC(=O)Nc2ccccc2C)n1	-5.1	-0.2
C[C@H](CO)N1C[C@H](C)[C@H](CN(C)Cc2ccccc2C(=O)O)Oc2cc(-c3ccccc3)ccc2S1(=O)=O	x	-0.8
COc1ccc(NC(=O)Nc2ccc3c(c2)CC(=O)N([C@H](C)CO)C[C@@H](C)[C@H](CN(C)S(C)(=O)=O)O3)cc1	x	-0.2
O=c1cc(Oc2ccc(O)cc2)oc2cc(O[C@@H]3O[C@H](CO[C@@H]4O[C@H](CO)[C@@H](O)[C@H](O)[C@H]4O)[C@@H](O)[C@H](O)[C@H]3O)cc(O)c12	x	7.6
COc1ccccc1CNC(=O)C[C@H]1CC[C@H](NC(C)=O)[C@H](CO)O1	4.7	-0.1
C[C@@H]1CN([C@H](C)CO)C(=O)c2cc(C3=CCCC3)cnc2O[C@@H]1CN(C)S(=O)(=O)c1cn(C)cn1	x	-5.4
COCCCNCCn1cnc2c(N)ncnc21	x	-0.6
CC(=O)N(C)C[C@@H]1Oc2cc(-c3cncnc3)ccc2S(=O)(=O)N([C@@H](C)CO)C[C@H]1C	14.7	1.1
COCC#Cc1ccc2c(c1)O[C@@H](CN(C)C)[C@H](C)CN([C@H](C)CO)S2(=O)=O	x	-1.2
C[C@H]1CCCCO[C@H](CN(C)C(=O)Nc2ccc(C(F)(F)F)cc2)[C@@H](C)CN([C@@H](C)CO)C(=O)c2cc(NC(=O)Cc3ccccc3)ccc2O1	x	0.1
Cc1nnc(SCC(=O)Nc2ccc(Cl)cc2Cl)[nH]c1=O	-11.6	0.4
O=C(CSc1nc(-c2ccccc2)cc(C(F)(F)F)n1)c1ccccc1	32.1	0.1
C/C=C/c1ccc2c(c1)O[C@H](CN(C)S(=O)(=O)c1ccccc1)[C@H](C)CN([C@@H](C)CO)S2(=O)=O	20.1	-0.6
CC(C)NC(=O)Nc1ccc2c(c1)C(=O)N([C@H](C)CO)C[C@@H](C)[C@@H](CN(C)C(=O)c1ccccc1)OCCCC[C@H](C)O2	-11.1	x
CO[C@@H]1CN(C)C(=O)c2cc(NC(=O)Nc3cccc(F)c3)ccc2OC[C@@H](C)N(C)C[C@@H]1C	-25.2	0.2
C[C@@H]1CCCCO[C@H](CN(C)S(=O)(=O)c2cccs2)[C@H](C)CN([C@H](C)CO)C(=O)c2cc(NC(=O)Nc3ccccc3)ccc2O1	x	1.3
C[C@H]1CN([C@@H](C)CO)C(=O)c2cc(-c3cncnc3)cnc2O[C@H]1CN(C)C(=O)Cc1ccccc1	-6.0	3.6
COC(=O)c1ccc(Cl)c(NC(=O)CN2CCN(Cc3ccccc3)CC2)c1	-3.7	0.5
Cc1noc(C)c1S(=O)(=O)Nc1ccc2c(c1)CC(=O)N([C@@H](C)CO)C[C@H](C)[C@H](CN(C)S(C)(=O)=O)O2	x	0.3
C[C@@H]1CN([C@@H](C)CO)C(=O)c2cccc(NC(=O)c3ccc(-c4nccs4)cc3)c2O[C@H]1CN(C)C(=O)NC1CCCCC1	x	-4.8
Cc1noc(C)c1S(=O)(=O)Nc1cccc2c1O[C@H](CN(C)Cc1ccc3c(c1)OCO3)[C@H](C)CN([C@@H](C)CO)C2=O	x	3.3
O=C1NC(=O)C(c2c[nH]c3ccccc23)=C1c1c[nH]c2ccccc12	-4.8	-0.5
C[C@@H]1CN([C@@H](C)CO)C(=O)Cc2cc(N(C)C)ccc2O[C@H]1CN(C)S(C)(=O)=O	2.5	0.6
CO[C@@H]1CN(C)C(=O)c2ccc(NC(=O)Nc3cccc(F)c3)cc2OC[C@@H](C)N(C(C)=O)C[C@@H]1C	-2.7	0.1
COCCNC(=O)C[C@@H]1CC[C@@H](NC(=O)NC2CCCCC2)[C@@H](CO)O1	1.6	0.2
CO[C@@H]1CN(C)C(=O)c2ccc(NC(C)=O)cc2OC[C@@H](C)N(Cc2cncnc2)C[C@@H]1C	4.5	0.2
COc1ccccc1C#Cc1ccc2c(c1)O[C@H](CN(C)C)[C@H](C)CN([C@@H](C)CO)S2(=O)=O	-6.1	-0.6
C[C@H](CO)N1C[C@H](C)[C@H](CN(C)S(=O)(=O)c2cccs2)Oc2ccc(NC(=O)CCC(F)(F)F)cc2C1=O	x	0.5

Only part of the results is shown; the hit share may differ from the screen's.
